STEP inh = inhibitors of human striatal-enriched phosphatase STEP; P54829; recombinant STEP, OMFP fluorogenic substrate, fluorescence; inhibition, % at 20 µM; 0.25% of 360,000 active;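 active = inhibition at 20 µM, scaled per plate between control wells, above about 37%, limit read from the data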;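 note: 0% = DMSO with enzyme and substrate and 100% = substrate only without enzyme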
Target sequence (P54829 whole entry, looked up): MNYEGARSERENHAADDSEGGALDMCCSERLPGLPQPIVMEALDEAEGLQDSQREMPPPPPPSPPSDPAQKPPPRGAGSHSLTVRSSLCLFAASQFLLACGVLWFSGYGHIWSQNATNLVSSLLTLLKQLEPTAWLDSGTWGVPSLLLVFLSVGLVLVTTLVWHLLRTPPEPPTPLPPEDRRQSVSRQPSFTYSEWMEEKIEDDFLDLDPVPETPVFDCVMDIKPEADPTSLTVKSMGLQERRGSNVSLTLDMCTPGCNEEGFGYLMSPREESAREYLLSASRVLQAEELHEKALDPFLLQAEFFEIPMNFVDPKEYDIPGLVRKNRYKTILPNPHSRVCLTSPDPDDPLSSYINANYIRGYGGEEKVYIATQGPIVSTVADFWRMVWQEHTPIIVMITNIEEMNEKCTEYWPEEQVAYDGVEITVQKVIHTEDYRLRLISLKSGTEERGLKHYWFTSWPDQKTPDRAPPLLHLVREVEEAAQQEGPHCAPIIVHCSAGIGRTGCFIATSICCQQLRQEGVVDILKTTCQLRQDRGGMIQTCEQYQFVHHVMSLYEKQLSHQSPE
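Also added – OMFP at 25 µM · Test system – STEP tyrosine phosphatase · Technique – FITC-channel fluorescence of OMFP product · Schedule – 20 min at room temperature, dark · Evaluation – control-normalized % inhibition with plate pattern correction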
Scp1 inh = Scp-1 (human) phosphatase inhibition; Recombinant Scp1, phosphopeptide, malachite green phosphate absorbance; inhibition, % at 20 µM; Q9GZU7; AID 493091; 0.88% of 340,000 active;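 active = inhibition above about 50% at 20 µM, limit read from the data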;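 note: plate controls were DMSO wells with enzyme for no effect and wells lacking enzyme for full effect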
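Material – SCP-1 phosphatase catalytic domain, residues 76-261 · Buffer or medium – Acidic Tris acetate buffer with magnesium and detergent · Also added – Phospho 17-mer peptide substrate · Compound – single 20 µM dose, 1% DMSO · Times – 45 min room-temperature reaction, 5 min colour, 30 min stabiliser · Technique – Phosphate-binding colour reagent, absorbance read at 630 nm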
DNMT1 inh = blocks human DNA methyltransferase DNMT1. P26358. DNMT1 molecular beacon, Hinp1I cleavage, fluorescence. inhibition (reported as % activation of signal), % at 10 µM. 0.83% of 360,000 active; in the data active = inhibition above about 50%
Rpn11 block = blocks the human proteasome subunit Rpn11. human 26S proteasome, Ub4-pepOG fluorescence polarization; 20S core pre-blocked with epoxomicin. calls only at 20 µM. 0.59% of 360,000 active;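 active = inhibition at 20 µM, scaled to each plate's controls, above about 33%, limit read from the data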
Target sequence (O00487 whole entry, looked up): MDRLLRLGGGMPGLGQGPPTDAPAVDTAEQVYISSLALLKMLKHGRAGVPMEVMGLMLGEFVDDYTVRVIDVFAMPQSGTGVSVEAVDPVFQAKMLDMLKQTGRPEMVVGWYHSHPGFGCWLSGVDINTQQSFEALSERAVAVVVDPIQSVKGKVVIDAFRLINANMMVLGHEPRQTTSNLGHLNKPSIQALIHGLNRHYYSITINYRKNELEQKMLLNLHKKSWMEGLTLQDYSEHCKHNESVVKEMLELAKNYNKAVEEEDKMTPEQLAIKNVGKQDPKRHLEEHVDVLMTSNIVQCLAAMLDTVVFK
NadD inh = blocks S. aureus nicotinate mononucleotide adenylyltransferase; purified NadD enzyme, colorimetric absorbance read-out; inhibition, % at 20 µM; 0.78% of 360,000 active; in the data active = inhibition above about 26%; note: some compounds past the cut are filed as inactive
Rin1 Abl inh = human Rin1-Abl interaction inhibition; P00519+Q13671; inhibition, % at 7.35 µM; AID 588664; TR-FRET Rin1/Abl binding, biochemical; 0.4% of 360,000 active; in the data active = inhibition above about 5%, passing the limit was not always enough
CSN deneddyl inh = CSN deneddylation inhibition; Purified CSN, SCF-Nedd8-OG deneddylation, fluorescence polarization; inhibition, % at 12.5 µM; 0.38% of 360,000 active; AID 651999;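 active = pattern-corrected inhibition above about 35%, with an unprinted fluorescence ratio check between 0.5 and 1.5, limit read from the data, passing the limit was not always enough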;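 note: 0% = enzyme with substrate and 100% = substrate without enzyme; some results filed as inactive read as strong as hits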
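Test system: purified human Csn5 enzyme expressed in HEK293T cells. Amount: 0.24 nM enzyme. Reagent: SCFSkp2-Nedd8OG substrate at 10 nM final. Schedule: 90 min incubation of compound, enzyme and substrate at room temperature. Detection: fluorescence polarization. Read-out: % inhibition of substrate cleavage by Csn5.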
LMPTP inh = LMPTP (human) inhibition | P24666 | recombinant LMPTP-A, OMFP fluorogenic substrate, fluorescence intensity | inhibition, % at 20 µM | 0.22% of 360,000 active;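 active = compounds that cut the enzyme signal by at least half of the control window in the single-dose screen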;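 note: plate controls were DMSO wells with enzyme plus substrate for no effect and substrate without enzyme for full effect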
Target sequence (P24666 whole entry, looked up): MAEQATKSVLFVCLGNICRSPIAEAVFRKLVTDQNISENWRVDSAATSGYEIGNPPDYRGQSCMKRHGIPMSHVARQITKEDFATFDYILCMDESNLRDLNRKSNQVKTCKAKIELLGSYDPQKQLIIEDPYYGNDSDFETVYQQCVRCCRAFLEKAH
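Assay system: LMPTP-A phosphatase enzyme | Input: 0.625 nM enzyme | Also added: Fluorogenic phosphatase substrate OMFP at 400 µM final | Compound dosing: One test concentration per compound, 20 µM, with 3% DMSO overall | Schedule: 50 min enzyme reaction at room temperature, protected from light | Signal: Fluorescence intensity | Benchmarks: no-enzyme and uninhibited controls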
SUMO1 PPI mod = SUMO1-SIM interaction modulation. SUMO1 binding to a labelled peptide, TR-FRET, 1 h. AID 602429. 0.33% of 360,000 active. inhibition, % at 20 µM; in the data active = inhibition above about 37%
Neddylation inh = cullin neddylation inhibition | calls only at 25 µM | P61081+Q13564 | TR-FRET cullin neddylation, biochemical | AID 651699 | 0.58% of 360,000 active; in the data active = inhibition above about 36%
* marks the source's active call; other numbers are inactive results; i = inactive; nt = no result given.

SMILES	STEP inh	Scp1 inh	DNMT1 inh	Rpn11 block	NadD inh	Rin1 Abl inh	CSN deneddyl inh	LMPTP inh	SUMO1 PPI mod	Neddylation inh
CC(C)CCNC(=O)CN(C(=O)CCC(=O)Nc1ccccn1)c1ccc2c(c1)OCO2	1.3	-5.6	11.2	i	1.8	-2.8	-1.2	0.5	-1.2	i
Cc1c(C(=O)OCCOc2ccc(Br)cc2)sc(=S)n1C	0.7	-8.1	2.2	i	-2.2	-2.3	-1.9	2.9	-4.4	i
COc1ccc2c(c1)OC[C@H]1[C@@H]2N2C(=O)[C@@H](C)NC(=O)[C@@]2(C)[C@H]1c1ccccc1	-3.2	-2.7	2.9	i	-3.2	4.9	-2.9	-1.0	7.6	i
Cc1cccc(C)c1NC(=O)C1C(c2ccccc2)=Nc2ccccc2N1C(=O)c1cnccn1 (stereo not drawn)	nt	nt	nt	nt	nt	nt	-1.2	1.2	-11.3	i
COc1cccc(NC(=O)OCCN2CCN(Cc3ccccc3)CCC2=O)c1	-3.7	-6.5	1.2	i	-2.1	2.3	-1.3	0.2	4.9	i
Cc1ccc(OCC(=O)N2CCc3ccccc3C2)cc1C	-0.1	nt	-2.5	i	0.7	2.1	-0.8	-1.2	-0.8	i
CCCc1cc(=O)[nH]c(SCC(=O)c2c(N)n(CC(C)C)c(=O)n(C)c2=O)n1	-0.9	-0.1	1.1	i	1.2	-0.5	-0.4	0.2	3.2	i
Cc1ccc(NC(=O)Cn2nnc(C(=O)NCc3cccs3)c2N)cc1	-0.1	-4.3	12.5	i	-4.7	1.8	6.4	0.4	7.1	i
Cc1ccc2cc(C)c(N3CCN(c4ccc(F)cc4)CC3)nc2c1	1.6	-13.1	3.0	i	-3.4	0.3	0.1	4.9	9.5	i
C=CCNC(=O)Nc1ccc(Cl)cn1	-1.3	-4.0	2.9	i	5.7	0.4	-0.5	0.0	-2.1	i
O=C(COc1cccc2c1CCN(Cc1ccc(Cl)cc1)C2=O)N1CCOCC1	1.5	-9.6	0.7	i	-3.1	-5.3	1.6	-0.2	4.2	i
O=C(NCCN1CCOCC1)c1cn(-c2ccccc2)nc1-c1cccs1	-0.9	-1.9	-1.4	i	-0.7	0.3	3.5	-2.5	2.8	i
CN(C)CCOc1ccc2c(c1)Sc1ccccc1CC2=O	-3.2	-2.7	-1.0	i	-0.5	0.2	0.6	-1.4	0.3	i
Cc1[nH]c2ccccc2c1C(=O)CN1CCCC(C)C1 (stereo not drawn)	-0.3	-12.3	-1.4	i	0.5	0.8	0.0	1.8	1.1	i
NC(N)=NC1=NC(=O)/C(=C/c2ccccc2-n2cccn2)S1	1.7	10.6	-1.1	i	1.5	-1.2	-7.0	-1.3	-18.9	i
CCc1ccc(CNCc2cccnc2)cc1	-3.6	-4.2	1.8	i	1.0	-0.1	1.4	-0.8	2.0	i
CCc1ccc2[nH]c(=O)c(CN(Cc3ccco3)C(=S)NCC3CCCO3)cc2c1 (stereo not drawn)	3.2	-0.3	-2.8	i	2.3	-5.4	9.7	0.9	1.9	i
O=C(COC(=O)Cc1ccc(S(=O)(=O)N2CCCCC2)s1)Nc1ccc2c(c1)OCO2	2.6	-9.2	-1.2	i	10.3	2.2	7.4	1.2	2.0	i
CC(CCC(=O)O)C1CC[C@H]2C3CCC4CC(=O)CCC4(C)[C@H]3CC(=O)C12C (stereo partly drawn)	0.0	2.2	1.5	i	-3.6	0.7	-2.3	-1.3	2.6	i
O=C1Nc2ncccc2OC1CCO (stereo not drawn)	-2.1	-9.7	12.0	i	2.5	-2.2	-0.2	-1.6	-2.3	i

Some entries already given, limited to DNMT1 inh and CSN deneddyl inh:
| Molecule | DNMT1 inh | CSN deneddyl inh |
| --- | --- | --- |
| Cc1ccc2cc(C)c(N3CCN(c4ccc(F)cc4)CC3)nc2c1 | 3.0 | 0.1 |
| O=C(COc1cccc2c1CCN(Cc1ccc(Cl)cc1)C2=O)N1CCOCC1 | 0.7 | 1.6 |
| CCCc1cc(=O)[nH]c(SCC(=O)c2c(N)n(CC(C)C)c(=O)n(C)c2=O)n1 | 1.1 | -0.4 |

Additional structures:
SMILES	STEP inh	Scp1 inh	DNMT1 inh	Rpn11 block	NadD inh	Rin1 Abl inh	CSN deneddyl inh	LMPTP inh	SUMO1 PPI mod	Neddylation inh
CCOc1ccccc1N(C(=O)Cn1nnnc1-c1ccc(C)o1)C(CC)C(=O)NC(C)(C)C (stereo not drawn)	-0.2	-8.6	0.0	i	-5.1	-1.7	-1.7	0.0	-0.9	i
CS(=O)(=O)Nc1ccc(C(=O)CSc2nnc(C3CC3)n2C2CC2)cc1	3.5	-1.9	-5.5	i	-4.1	3.8	-0.2	-1.5	6.7	i
O=C(O)c1cc(NC(=O)c2ccc3c(c2)C(=O)N(Cc2cccnc2)C3=O)cc(C(=O)O)c1	0.3	-7.1	1.4	i	1.9	1.8	-6.5	9.9	-2.6	i
COc1ccc(CNC(=O)CN(C(=O)c2csnn2)c2cccc(C(C)=O)c2)cc1	2.5	1.4	-1.6	i	-10.4	-4.5	1.0	-1.8	-0.2	i
Cc1nnc2n(-c3ccccc3)c(=O)c3c4c(sc3n12)CCCC4	-2.9	-4.0	2.0	i	11.0	1.1	-3.9	1.3	0.6	i
CCCCNC(=O)N(C)c1nncnc1C(=O)NC	-3.2	1.6	3.7	i	1.6	0.0	4.5	-1.7	1.3	i
Cc1cccc(NC(=O)c2ccc([N+](=O)[O-])o2)c1	18.1	-4.0	-1.9	i	-1.0	-4.1	4.6	2.5	-36.9	i
Fc1ccc(CSc2ncnc3c2oc2ccccc23)cc1	2.6	1.4	3.4	i	0.2	-134.6	-0.3	0.7	-203.7	i
COc1ccc(C)cc1NC(=O)CCS(=O)(=O)c1cccc2nonc12	-0.5	1.4	-11.1	i	4.8	-0.9	-0.1	-0.7	-22.8	i
Cc1cc(C)c2sc(N(CCCN(C)C)C(=O)c3ccc(S(=O)(=O)N(C)C4CCCCC4)cc3)nc2c1	4.2	5.2	2.1	i	4.7	5.5	-8.9	-1.3	-39.0	i
CC(C)(C)OC(=O)C[C@@H]1C/C=C\C[C@H](CC(=O)N[C@H](CO)Cc2ccccc2)C(=O)N2CCC[C@H]2COC1=O	3.0	6.0	3.8	i	-5.0	-4.2	0.2	4.8	-5.0	i
CCOc1cc(/C=C2/C(=O)ON=C2C)ccc1OCc1ccccc1F	6.2	0.3	16.4	i	10.8	1.6	8.0	-0.2	26.0	i
CCCCOc1ccccc1C1C(C(N)=O)=C(C)Nc2nnnn21 (stereo not drawn)	-1.3	-8.4	1.6	i	-2.0	2.4	4.4	-0.6	-2.3	i
Cc1ccc(SCC(=O)OCC(=O)NC(C)c2ccc(F)cc2)cc1 (stereo not drawn)	-0.2	-5.7	-3.8	i	-2.0	4.4	-1.9	-0.2	5.4	i
CCCCCC(=O)NNC(=O)c1c(O)c2ccccc2n(CC)c1=O	0.5	-0.5	1.4	i	2.3	1.5	-4.1	-1.8	1.5	i
CC(=O)Nc1ccc(NC(=O)C(C)OC(=O)C2CCC2)cc1 (stereo not drawn)	-1.3	-2.3	-0.9	i	7.2	1.2	-3.5	-9.1	-13.1	i
O=C(NCCc1ccccc1)c1ccco1	3.4	-2.2	0.2	i	-2.3	1.4	4.3	1.0	-3.1	i
O=C1c2nc3cc(-c4ccco4)[nH]n3c(=O)c2CN1C1CCCCC1	5.1	24.4	19.2	i	-2.5	-1.1	45.6*	1.5	14.2	nt
CC(C)OCCCNC(=S)NNC(=O)C(c1ccccc1)c1ccccc1	0.9	2.2	9.3	i	-8.6	-1.1	-2.9	0.0	0.4	i
Nn1c(SCC(=O)NC2CCCCC2)nnc1-c1ccccc1F	0.8	-3.9	0.5	i	-1.8	5.4	-0.8	-0.4	3.1	i

Marked active in CSN deneddyl inh, among the entries above:
compound	Scp1 inh	DNMT1 inh	Rpn11 block	NadD inh	Rin1 Abl inh	CSN deneddyl inh	LMPTP inh	SUMO1 PPI mod	Neddylation inh
O=C1c2nc3cc(-c4ccco4)[nH]n3c(=O)c2CN1C1CCCCC1	24.4	19.2	i	-2.5	-1.1	45.6*	1.5	14.2	nt

(next part)
SMILES	STEP inh	Scp1 inh	DNMT1 inh	Rpn11 block	NadD inh	Rin1 Abl inh	CSN deneddyl inh	LMPTP inh	SUMO1 PPI mod	Neddylation inh
CCCCC(=O)NC1(C(F)(F)F)C(=O)Nc2c1c(=O)n(C)c(=O)n2C (stereo not drawn)	-0.9	2.6	1.1	i	-4.1	-0.6	-2.0	-1.5	0.1	i
O=C(Nc1ccn(Cc2ccccc2F)n1)c1ccc(COc2ccc(Br)cc2)cc1	1.3	-10.9	-8.3	i	-7.0	0.5	-2.9	5.6	-2.7	i
Clc1ccc(NC2(c3nnnn3C3CCCCC3)CCCCC2)cc1	-0.8	-5.0	2.6	i	-1.9	0.7	7.4	0.6	-2.9	i
CC1(Oc2cccc(F)c2)CCN(Cc2ccc(-c3ccccn3)cc2)C1 (stereo not drawn)	0.9	nt	5.4	i	-8.4	-4.2	5.6	-2.2	-5.2	i
COc1cccc2cc(C(C)N(CCCN3CCOCC3)C(=S)Nc3cccc(C)c3)oc12 (stereo not drawn)	4.6	5.5	-1.8	i	-0.5	-2.4	-2.7	-1.2	0.4	i
CC(C)(C)OC(=O)C[C@H]1C/C=C\C[C@@H](CC(=O)N(CCO)Cc2ccccc2)C(=O)N[C@H](Cc2c[nH]c3ccccc23)COC1=O	-4.8	-8.1	-22.1	i	7.0	2.8	2.8	1.1	3.5	i
Cc1ccc(C)c(S(=O)(=O)N2CCCOC2CNC(=O)C(=O)NCc2ccc3c(c2)OCO3)c1 (stereo not drawn)	4.0	-6.0	-0.7	i	2.6	0.4	2.0	-0.9	-2.9	i
O=C(O)CC/C(=N/NC(=O)CNC(=O)C(c1ccccc1)c1ccccc1)c1ccccc1	-2.8	-0.8	1.1	i	-1.5	-2.5	0.3	0.4	4.0	i
CCn1nc(C)cc1C(=O)NC1CCCc2c1cnn2-c1ccc(C)c(C)c1 (stereo not drawn)	-0.1	-9.2	2.0	i	0.2	-2.1	-0.1	0.3	4.3	i
O=C(O)Cc1cn(Cc2ccc(F)cc2)c2ccccc12	-0.4	-10.4	2.8	i	-0.1	1.6	2.1	-0.1	11.9	i
Cc1ccnc(NS(=O)(=O)c2ccc(N=CC3=C(O)CC(C)(C)CC3=O)cc2)n1	-1.2	-4.7	0.5	i	7.4	-1.2	-1.2	-1.6	4.9	i
Cc1cccc(C)c1NC(=O)c1ccc(CN2CCc3ccccc3C2)cc1	1.2	2.6	-4.2	i	0.6	-2.5	-0.1	-2.0	-5.5	i
COc1ccc(/C=C2\Sc3ccc(C(=O)N4CCN(Cc5ccccc5)CC4)cc3N(C)C2=O)cc1OC	2.3	13.6	-7.3	i	-3.2	-5.8	0.0	4.3	-12.4	i
